SR-BI DiI-HDL act: enhances SR-BI lipid uptake from DiI-HDL; CHO ldlA[mSR-BI] cells, DiI-HDL uptake fluorescence, 3 h; 100 = double the neutral-control signal; activation, % at 12.5 µM; 320,000 compounds, 0.096% hits; AID 504775;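 active = mean replicate activation of at least 60% and every replicate at or above 60%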;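 note: 0% = median plate neutral-control signal and 100% = twice that signal; values of inactives mirror those of a sister screen read the other way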
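Material: SR-BI-overexpressing, LDLR-lacking CHO cells | Dosing: Single compound concentration, delivered by pin transfer | Probe or stimulus: Labelled HDL, 10 µg/mL | Signal: Bottom-read cell fluorescence after medium removal, ex 550/em 595 nm | Schedule: 3 h, 37 °C | Evaluation: HDL uptake via cellular fluorescence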
Rtt109 HAT inh: inhibitors of Candida albicans Rtt109/Vps75 histone acetyltransferase; Q5AAJ8; 330,000 compounds, 0.16% hits; purified Rtt109/Vps75, ThioGlo CoA-SH fluorescence, 4 h; inhibition, % at 34.9 µM; AID 540336;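 active = inhibition of at least 50% in every replicate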
cardiac RTF act: increases calcium sensitivity of human cardiac regulated thin filaments | activation, % at 7.2 µM | 340,000 compounds, 0.24% hits | IANBD-labeled TnC RTF fluorescence at EC20 calcium; 0% EC20 calcium, 100% full calcium;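 active = activation above the mean over all tested compounds plus 3 SD, cut at about 30% in these data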;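 note: rise in fluorescence read as greater calcium sensitivity of cardiac thin filaments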
CAL PDZ FP-1: blocks peptide binding to human CAL PDZ domain. purified CAL PDZ, TMR-peptide fluorescence polarization, 1 h. inhibition, % at 20 µM. 330,000 compounds, 0.02% hits. AID 504414;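 active = highest replicate inhibition of at least 40%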;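 note: plate controls were DMSO neutral control wells for no effect and unlabeled competitor peptide control wells for full effect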
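Material: tagged CAL PDZ protein CerCALP, purified; buffer or medium: sodium phosphate/NaCl buffer pH 7.4 with TCEP, IgG, Thesit; also added: fluorescent TMR peptide probe; schedule: 1 h incubation at room temperature before polarization reading; technique: fluorescence polarization from S- and P-plane intensities, G-factor corrected; control set: unlabelled peptide and DMSO controls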
Keap1-Nrf2 PPI: disrupts human Keap1 binding to Nrf2 peptide; Q14145; Keap1 Kelch-Nrf2 peptide fluorescence polarization, 1536-well; inhibition, % at 9.4 µM; 340,000 compounds, 0.15% hits; AID 504523; in the data active = inhibition above about 12%;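 note: human Keap1 Kelch domain with fluorescein labeled Nrf2 9mer peptide probe; 0% = neutral control wells and 100% = peptide positive control; higher means more block of Keap1 binding to Nrf2 peptide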
Target sequence (Q14145 whole entry, looked up, the tested form may be a part): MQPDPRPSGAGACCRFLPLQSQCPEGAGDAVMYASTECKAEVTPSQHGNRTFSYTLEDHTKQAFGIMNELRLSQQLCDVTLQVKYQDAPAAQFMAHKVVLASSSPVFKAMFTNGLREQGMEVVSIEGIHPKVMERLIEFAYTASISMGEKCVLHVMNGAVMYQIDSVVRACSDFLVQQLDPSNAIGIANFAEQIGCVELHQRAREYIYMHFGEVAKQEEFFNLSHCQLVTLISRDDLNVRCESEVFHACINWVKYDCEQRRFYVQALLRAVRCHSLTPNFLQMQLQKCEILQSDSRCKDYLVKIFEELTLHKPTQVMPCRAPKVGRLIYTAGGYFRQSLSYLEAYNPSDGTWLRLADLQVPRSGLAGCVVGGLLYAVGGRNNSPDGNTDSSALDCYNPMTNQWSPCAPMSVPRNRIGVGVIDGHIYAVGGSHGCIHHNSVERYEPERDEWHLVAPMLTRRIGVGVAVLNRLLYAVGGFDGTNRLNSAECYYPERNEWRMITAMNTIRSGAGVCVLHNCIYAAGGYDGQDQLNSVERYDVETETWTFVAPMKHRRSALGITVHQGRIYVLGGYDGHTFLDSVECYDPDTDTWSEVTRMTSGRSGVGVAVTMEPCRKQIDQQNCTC
DAGLB inhibitor: blocks human DAGLB lipase activity. Q8NCG7. HEK293T DAGLB membrane lysate, EnzChek fluorogenic substrate. inhibition, % at 5.17 µM. 340,000 compounds, 0.059% hits; in the data active = inhibition above about 34%;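 note: 0% = enzyme with vehicle and 100% = wells lacking enzyme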
CAL PDZ FP-2: blocks peptide binding to the human CAL PDZ domain. inhibition, % at 24.9 µM. 300,000 compounds, 0.92% hits. purified CAL PDZ, TMR-peptide fluorescence polarization, 1 h. Q9HD26. AID 602252;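 active = mean inhibition of at least 30% with at least half of replicates also reaching 30%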;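 note: 0% = DMSO neutral control and 100% = excess unlabeled competitor peptide PRC23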
PKA-R2B act: PKA-R2B complex activation. P22694+P31323. PKA-R2B holoenzyme dissociation, Cy5-IP20 fluorescence polarization; R2B truncated from residue 108, S112A mutant; 0% DMSO only, 100% 113 µM cGMP. activation, % at 11.4 µM. 340,000 compounds, 0.079% hits;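 active = activation above a cutoff set at the mean over all compounds plus 3 SD, cut at about 18% in these data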;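 note: higher means more holoenzyme dissociation and a rise in polarization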
Target sequence (P31323 whole entry, looked up, other chains not shown, the tested form may be a part): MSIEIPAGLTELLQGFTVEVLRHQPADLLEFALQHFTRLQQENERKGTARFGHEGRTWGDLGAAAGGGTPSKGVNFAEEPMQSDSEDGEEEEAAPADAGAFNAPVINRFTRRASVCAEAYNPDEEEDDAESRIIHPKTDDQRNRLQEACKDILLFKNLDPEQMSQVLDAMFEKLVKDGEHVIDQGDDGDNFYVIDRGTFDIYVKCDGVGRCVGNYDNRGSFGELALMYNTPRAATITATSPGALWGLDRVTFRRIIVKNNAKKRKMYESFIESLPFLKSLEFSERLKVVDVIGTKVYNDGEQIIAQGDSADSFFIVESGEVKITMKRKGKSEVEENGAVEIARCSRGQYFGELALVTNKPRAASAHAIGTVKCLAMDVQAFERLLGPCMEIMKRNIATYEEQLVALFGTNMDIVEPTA
LANA DNA inh: KSHV C-LANA DNA binding inhibition. MBP-C-LANA/FAM-LBS DNA binding, fluorescence polarization. 340,000 compounds, 0.078% hits. inhibition, % at 9 µM;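 active = highest replicate inhibition at or above 60% at 9 µM, even if other replicates fall short; inactive = all replicates below 60% inhibition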;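 note: 0% = neutral control wells and 100% = 4 µM acridine orange control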
RTF Ca sens inh: cardiac RTF calcium desensitization; P19429+P45379; IANBD-labeled cardiac RTF, Ca2+ fluorescence; inhibition, % at 7.15 µM; 340,000 compounds, 0.12% hits; AID 493244;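 active = inhibition above the mean inhibition of all tested compounds plus 3 SD, cut at about 17% in these data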;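 note: assay run at fixed EC70 calcium of 1.6 mM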
* marks the source's active call; other numbers are inactive results; . = no result given.

SMILES	SR-BI DiI-HDL act	Rtt109 HAT inh	cardiac RTF act	CAL PDZ FP-1	Keap1-Nrf2 PPI	DAGLB inhibitor	CAL PDZ FP-2	PKA-R2B act	LANA DNA inh	RTF Ca sens inh
CC(C)(CNC(=O)c1ccc(S(=O)(=O)N2CCCC2)cc1)N1CCOCC1	-1	-6	8	-1.7	-5	0	-6	-2	0.5	-2
Cc1ccc(NS(=O)(=O)c2ccc(Cl)nc2)c(C)c1	0	14	3	-2.6	-1	-1	-1	-3	1.5	-18
CN(C)/C=N/N(C)c1ncccc1[N+](=O)[O-]	18	0	7	-1.1	-6	3	.	-2	-1.0	-14
CCC(=O)c1cc(F)c(N2CCN(S(=O)(=O)c3ccc(C)cc3)CC2)cc1C	-16	3	3	-2.0	-7	-16	-1	-1	-0.5	1
COCCCNC(=O)Nc1ccc(Br)cc1Cl	-1	0	-3	.	-5	-1	-3	-18	0.0	3
COc1ccc(C(=O)Nc2ccc(S(=O)(=O)N3CCN(C)CC3)cc2)cc1	-17	-3	-6	-0.3	-4	1	-3	-11	-1.0	1
CC(=O)Nc1ccc(OCC(=O)NCc2ccccc2)cc1	8	52*	-7	-2.9	-10	0	-3	1	-2.0	6
COc1ccc(C(=O)Nc2c(Cl)cc(Cl)cc2C(=O)NCCN2CCOCC2)cc1	-1	9	5	-1.4	-3	2	-2	0	0.0	-7
CCOC(=O)[C@H]1[C@H]2COc3cc(OC)ccc3[C@@H]2N2C(=O)c3cc(F)ccc3NC(=O)[C@@]12C	-20	0	6	-1.0	0	0	-2	4	-1.4	-8
CC(NC(=O)CN1CCN(CC(=O)Nc2ccccc2Cl)CC1)c1ccc(Br)cc1 (stereo not drawn)	-12	4	5	-1.2	-1	1	.	2	-1.7	-6
Cc1ccc(S(=O)(=O)N2CCOCC2)cc1NC(=O)CSc1nnc(C2CC2)n1C1CC1	-1	1	-2	-0.5	-1	-1	-1	-2	-0.1	-15
Cc1cccc(N(C(=O)CNC(=O)c2cccs2)C(C(=O)NC2CCCC2)c2cccnc2)c1 (stereo not drawn)	10	.	-3	-2.3	-4	-9	-2	-1	-0.4	-1
COc1cc2ccccc2cc1C(=O)NCCCN1CCOCC1	-1	-12	0	-3.6	-1	0	-3	5	-0.2	-13
CCOC(=O)Cc1csc(NC(=O)c2cc(C)c(C)s2)n1	-36	-5	0	-0.7	-6	-7	-3	-5	-1.1	-7
COc1ccc2c(c1)c(C(=O)OCCN(C)C)c(C)n2C	-7	7	1	-2.1	-3	-1	-1	12	-2.9	-7
S=c1[nH]nc(-c2ccc(Br)cc2)n1-c1ccc2c(c1)OCCO2	.	.	3	0.6	-4	1	-5	-7	0.1	3
Cc1cc(OC(C)C(=O)N/N=C/CC(C)c2ccccc2)ccc1Cl (stereo not drawn)	-7	-14	-2	.	4	0	-4	-11	-0.3	3
COc1ccc(-c2nn3c(-c4ccccn4)nnc3s2)cc1OC	-26	-15	1	0.5	-5	0	.	6	0.5	-8
O=C(CN1C(=O)COc2ccccc21)NCc1ccc(C(=O)O)cc1	-8	-10	2	-1.4	7	-1	.	12	-1.4	1
Fc1ccc(C2CCCN2Cc2nc(Cc3ccccc3F)no2)cc1 (stereo not drawn)	25	3	-3	-0.7	0	-9	-4	0	-2.2	3
CC(C)CNC(=S)N(CCCO)Cc1cc2cc3c(cc2[nH]c1=O)OCCO3	17	2	11	-0.4	-7	-7	4	5	-0.8	-10
COc1ccc(/C=C(\NC(=O)c2ccc(C)cc2)C(=O)Nc2ccc(C(=O)O)cc2)cc1	21	-17	5	-2.8	-1	1	2	4	0.0	-10
Cc1ccc(-n2c(=O)cc(NCc3cccnc3)[nH]c2=O)cc1	15	-1	0	-2.3	-2	0	.	8	-1.5	-8
COc1ccc(CNC(=O)CN2CCN(S(=O)(=O)c3cccs3)CC2)cc1OC	2	-9	1	-0.9	-4	-1	8	-3	0.1	-2
CN1CCN(c2ccc(NC(=O)c3cccc(OCc4ccccc4)c3)cc2)CC1	-31	-1	-5	1.7	-4	2	.	-19	-2.1	6
C=CCNCC(O)COc1ccc(C(C)=O)cc1OC (stereo not drawn)	.	0	1	-1.2	1	0	-6	-2	0.8	0
CCN(CC)C(=S)SCC(=O)c1c(C)[nH]c2ccccc12	3	0	18	0.0	-6	0	3	-2	0.0	-9
CC1(C)Oc2ccc(C(=O)NN)cc2NC1=O	10	-1	5	-0.5	-4	1	.	-12	-1.1	-4
O=C(O)CCCCCCCCCCCc1ccccc1	18	23	-1	-0.1	2	-11	3	-7	1.0	-2
CC(=O)Nc1ccc(S(=O)(=O)N2CCC(n3cnc4cc(F)ccc43)CC2)cc1	.	0	1	-0.3	-6	2	-4	5	1.6	-8
O=[N+]([O-])c1cc(S(=O)(=O)N2CCCCCC2)ccc1F	43	4	1	-2.0	5	-6	1	-10	1.6	-9
COc1cc2cc(CCCOC(=O)c3ccc4c(c3)OCO4)oc(=O)c2cc1OC	-10	4	1	-1.3	0	-1	-3	1	-1.7	9
O=C(NCc1cccnc1)/C(=C\c1ccc(-c2ccc(Cl)c(Cl)c2)o1)S(=O)(=O)c1ccccc1	40	10	19	-3.0	-3	11	-6	-14	2.1	-2
CC12C(=O)N(NC(=O)c3ccncc3)C(=O)C1C1C=CC2C1 (stereo not drawn)	5	-2	5	-1.9	-1	-2	-2	-16	-0.8	-17
CCCn1c(C(C)Nc2nc(-c3cc(Cl)c(N)c(Cl)c3)cs2)nc2cc(Cl)c(N3CCCCC3)cc21 (stereo not drawn)	-14	-17	-3	-0.9	-6	-5	7	-4	-0.5	-18
O=C(O)c1ccc(Cl)c(S(=O)(=O)Nc2ccc3[nH]c(=O)[nH]c3c2)c1	.	-2	-3	-0.1	-3	-6	0	-3	-1.3	-16
c1ccc(-c2cc3c(NCC4COc5ccccc5O4)ncnc3s2)cc1 (stereo not drawn)	-24	12	-2	-3.3	-2	-6	0	-6	2.6	7
Cc1ccc(NC(=O)Cn2c(O)c(N=NC(=O)c3cc4ccccc4cc3O)c3ccccc32)cc1	14	-11	-16	-3.0	-7	6	.	-7	-2.1	-8
Cc1cccc(C)c1NC(=O)CN(C)CC(=O)c1c(N)n(Cc2ccccc2)c(=O)n(C)c1=O	19	8	-1	-2.1	-2	-3	-2	1	1.0	-2
COc1ccccc1N(Cc1cc(=O)[nH]c2ccccc12)C(=O)C(C)C	.	-4	-9	-1.6	5	1	-4	-5	0.4	1
CCCCNC(=O)c1cn(CC)c2ccc(S(=O)(=O)N3CCCCCC3)cc2c1=O	-17	3	4	-2.5	1	1	-2	-4	-0.7	-5
COC(=O)c1ccccc1NC(=O)CSc1nc2ccccc2c(=O)[nH]1	5	-4	-1	0.7	-7	1	-5	1	0.0	0
Cc1nnc(SCC(=O)OC2CC(C)CCC2C(C)C)[nH]c1=O (stereo not drawn)	45	-5	-7	-1.3	-1	2	1	-2	2.2	1
COc1ccc(N2CCN(C(CNC(=O)C(=O)NC3CC3)c3ccco3)CC2)cc1 (stereo not drawn)	-1	-4	-7	-0.8	5	0	.	-4	0.1	-14
CCOc1ccc(NC(=O)C2CC(=O)N3CCCN=C3S2)cc1 (stereo not drawn)	-12	1	0	-3.2	-1	2	-5	1	-0.5	-11
COC(=O)c1ccc2c(c1)NC(=O)CS2	3	-3	0	-2.5	-4	4	-1	-5	-0.4	4
C1CN(CC23CC4CC(CC(C4)C2)C3)CCO1	13	-24	-2	-0.3	-1	2	-3	-17	-0.9	-14
O=C(c1ccc2c(c1)OCO2)N1CCN(c2ncccn2)CC1	8	6	3	-0.5	-3	-9	1	6	-0.5	-1
CCOc1cc(S(=O)(=O)NCCCN2CCOCC2)c(C)cc1C	-2	-4	0	0.8	-3	-1	-7	-12	0.7	-5
CN(C)S(=O)(=O)c1ccc(C(=O)Nc2ccc3c(c2)CCC3)cc1	-19	2	-1	-1.4	1	-4	-2	0	-5.9	3
CCCn1c(C(O)c2ccc(OC)cc2)nc2ccccc21 (stereo not drawn)	-7	.	-2	-2.7	-3	0	-1	-11	-1.2	-9
COc1ccc(-c2sc3ccc(N4CCOCC4)cc3c2-c2ccc(O)cc2)cc1	-59	6	5	0.8	-1	-2	2	-9	-4.2	-10
CN(CC(=O)N1CCCCCC1)S(=O)(=O)c1ccc(F)cc1	13	10	-4	0.0	0	0	-3	-1	-0.6	-2
COc1cccc(-c2nc(CS(=O)(=O)CC(=O)Nc3cc(F)ccc3F)c(C)o2)c1	-45	15	2	-1.9	-5	-3	2	-3	-0.6	-4
NC(=O)c1ccc(NC(=O)Nc2ccc3c(c2)OCO3)cc1	19	1	-6	0.6	0	0	-2	7	-0.1	1
Cc1ccc(S(=O)(=O)N2CCC(C(=O)NCc3cccnc3)CC2)cc1	14	1	5	-4.2	-4	-2	-1	6	-2.9	-13
COc1ccc(Nc2nnc(SCc3cc([N+](=O)[O-])cc4c3OCOC4)s2)cc1	-43	-5	7	0.1	3	-3	3	-7	0.5	-6
O=C(NCc1ccccc1)C(c1ccco1)N(C(=O)c1cnccn1)c1ccc(F)cc1 (stereo not drawn)	25	2	7	0.1	-1	3	-4	-11	-0.7	-14
Cc1ccc(C)c(NC(=O)C(=O)NCCCN2CCOCC2)c1	8	-4	-1	-0.1	4	1	1	5	0.3	-9
CCOC(=O)N1CCN(CC(=O)c2c(C)[nH]c3ccccc23)CC1	17	-1	-4	-0.8	-4	0	.	-6	1.2	4
Carrying on.
SMILES	SR-BI DiI-HDL act	Rtt109 HAT inh	cardiac RTF act	CAL PDZ FP-1	Keap1-Nrf2 PPI	DAGLB inhibitor	CAL PDZ FP-2	PKA-R2B act	LANA DNA inh	RTF Ca sens inh
CCOc1ccc(C(=O)C2CCN(C(=O)c3ccc([N+](=O)[O-])cc3)CC2)cc1	-6	0	0	-1.4	0	1	0	-6	4.1	-6
CCCS(=O)(=O)c1cnc(C2COc3ccccc3O2)nc1N (stereo not drawn)	13	-5	-5	-0.5	-2	-4	24	7	-2.6	-3
COc1ccc(S(=O)(=O)N2CCOCC2)cc1NC(=O)CSc1n[nH]c(C(C)C)n1	0	5	-1	0.0	-3	1	-2	-2	-0.7	-3
COC(=O)c1ccc(COc2ccc(Cl)cc2)o1	.	6	-7	-0.6	1	-13	-4	-2	-1.2	-1

Sorted by the number under Keap1-Nrf2 PPI (high to low): 3 from the list above
| Compound | Keap1-Nrf2 PPI |
| --- | --- |
| COC(=O)c1ccc(COc2ccc(Cl)cc2)o1 | 1 |
| CCCS(=O)(=O)c1cnc(C2COc3ccccc3O2)nc1N (stereo not drawn) | -2 |
| COc1ccc(S(=O)(=O)N2CCOCC2)cc1NC(=O)CSc1n[nH]c(C(C)C)n1 | -3 |

Screening data: PubChem BioAssay, several laboratories
